pAkt inh = blocks phosphorylation of Akt | Neuro2A IGF-stimulated pAkt S473 HTRF, 20 min; stronger effect = lower value | hit rate 0.32% among 360,000 | activity change, % for hits at 50 µM; in the data active = activity change below about -80%; inconclusive = mostly about -51% to -80%; also: % is scaled to controls: 0 for no effect and ±100 for the full control effect
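Single-point screen (50 µM final compound) in Neuro2A cells stimulated 20 min with 6 nM IGF at 37 deg C. After lysis, Ser473-phosphorylated Akt read by HTRF (ex 330 nm, em 615/665 nm) as the 665/615 ratio.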
TGFb SMAD3 inh = TGF-b pathway inhibition | HepG2 CAGA-GFP TGF-b/SMAD3 reporter, GFP fluorescence, 18 h; TGF-beta stimulated, 500 pg/mL final | Potency, µM (highest dose often 46.1 µM), inactives show at the top dose activity, negative = inhibition, hits mostly inhibitors | hit rate 1.2% among 410,000 | AID 588855; also: potency is read from the fitted curve at half-maximal effect; % is scaled to controls: 0 for no effect and ±100 for the full control effect; nearly all actives have a fitted effect of over 65% in size
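Smad-responsive CAGA-GFP expression was quantified in HEPG2 cells exposed to compounds and 500 pg/mL final TGF-beta for 18 h at 37 degrees C; unstimulated wells defined full inhibition.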
Mm-Cpn inhibitor = inhibitors of Methanococcus maripaludis chaperonin (MmCpn). purified Mm-Cpn ATPase, ADP Transcreener TR-FRET. Potency, µM (doses to about 76.9 µM), for the others: at the top dose activity, negative = inhibition, hits mostly inhibitors. hit rate 0.031% among 330,000; also: potency is read from the fitted curve at half-maximal effect; % is scaled to controls: 0 for no effect and ±100 for the full control effect; nearly all actives have a fitted effect of over 80% in size
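Purified archaeal Mm-CPN (25nM final) preincubated 10 min at 37degC with compound, then 10uM ATP for 30 min at 37degC; ADP measured by HTRF Transcreener TR-FRET; buffer 30 mM TRIS pH 7.4, 100mM KCl, 5mM MgCl2, 1mM DTT.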
A549 viability = counter-screen for Nrf2 inhibitors: cytotoxicity in A549 cells; hit rate 0.16% among 390,000; Potency, µM (titrated, usually from 46 µM), inactives show top-dose activity change, negative = cytotoxicity, most hits filed as inhibitors; A549 ARE-Fluc cells, CellTiter-Fluor viability, 18-24 h; AID 504648; also: potency is read from the fitted curve at half-maximal effect; % is scaled to controls: 0 for no effect and ±100 for the full control effect
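A549 ARE_Fluc cells in 5% FBS OPTI-MEM were exposed to compounds in concentration-response for 18-24 h at 37 deg C. Viability was read by CellTiter-Fluor fluorescence (Ex 405/Em 525) after 30 min, before the luciferase read.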
EPAC2 antagonist = EPAC2 (human) antagonism. Potency, µM (titrated, usually from 114 µM), without a hit: at the highest dose activity, negative = inhibition, actives largely listed as inhibitors. hit rate 0.18% among 360,000. EPAC2 GEF exchange of Rap1B-BODIPY-GDP, fluorescence. AID 720708. Q8WZA2; also: potency is read from the fitted curve at half-maximal effect; % is scaled to controls: 0 for no effect and ±100 for the full control effect; nearly all actives have a fitted effect of over 45% in size; many of its hits are not listed in these tables
Target sequence (Q8WZA2 whole entry, looked up): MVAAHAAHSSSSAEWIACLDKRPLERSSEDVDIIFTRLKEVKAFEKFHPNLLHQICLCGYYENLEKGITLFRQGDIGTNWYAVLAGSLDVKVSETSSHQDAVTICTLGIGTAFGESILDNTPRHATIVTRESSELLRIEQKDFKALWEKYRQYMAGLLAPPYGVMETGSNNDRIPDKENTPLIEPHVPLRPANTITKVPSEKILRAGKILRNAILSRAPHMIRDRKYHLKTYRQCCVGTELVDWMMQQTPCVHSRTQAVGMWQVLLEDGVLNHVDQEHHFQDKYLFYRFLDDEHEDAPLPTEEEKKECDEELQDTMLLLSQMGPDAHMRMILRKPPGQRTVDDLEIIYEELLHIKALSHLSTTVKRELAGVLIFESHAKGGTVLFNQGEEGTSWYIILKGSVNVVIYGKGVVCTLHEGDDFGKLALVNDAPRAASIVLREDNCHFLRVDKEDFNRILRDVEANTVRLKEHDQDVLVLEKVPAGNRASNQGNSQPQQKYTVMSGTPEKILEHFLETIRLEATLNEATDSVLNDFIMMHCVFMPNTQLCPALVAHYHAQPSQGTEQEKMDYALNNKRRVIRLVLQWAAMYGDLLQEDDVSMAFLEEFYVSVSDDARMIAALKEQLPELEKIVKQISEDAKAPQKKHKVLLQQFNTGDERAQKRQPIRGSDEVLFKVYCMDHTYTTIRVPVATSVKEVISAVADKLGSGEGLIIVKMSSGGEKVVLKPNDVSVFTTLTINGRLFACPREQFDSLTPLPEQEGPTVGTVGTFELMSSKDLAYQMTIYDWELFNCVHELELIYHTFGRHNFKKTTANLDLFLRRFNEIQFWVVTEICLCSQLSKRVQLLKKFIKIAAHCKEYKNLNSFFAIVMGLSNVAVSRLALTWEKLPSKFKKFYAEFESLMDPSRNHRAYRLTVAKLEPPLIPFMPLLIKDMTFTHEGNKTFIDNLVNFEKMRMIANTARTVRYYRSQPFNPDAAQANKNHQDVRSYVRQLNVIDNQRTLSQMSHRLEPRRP
EPAC2 ag = agonists of human EPAC2 (RAPGEF4). hit rate 0.079% among 360,000. EPAC2 activation, biochemical qHTS; response scale: 100% = 6.5 mM cAMP response. Potency, µM (top dose mostly 154 µM), without a hit: at the highest dose activation, hits mostly activators. AID 720711; also: potency is read from the fitted curve at half-maximal effect; nearly all actives have a fitted effect of over 50% in size
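Fluorescence exchange assay: 100 nM EPAC2 with 250 nM RAP1B-BODIPY-GDP and 50 uM GDP; compounds tested as a concentration-titration series (qHTS). Loss of Rap1-bound BODIPY-GDP fluorescence read at 480/540 nm; data normalized to 6.5 mM cAMP.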
Nrf2 activator = activators of Nrf2 (ARE) signaling; AREc32 ARE-luciferase reporter (MCF7-derived line), luminescence, 24 h; Potency, µM (highest dose often 46.1 µM), without a hit: at the top dose activation, most hits filed as activators; hit rate 0.31% among 410,000; also: potency is read from the fitted curve at half-maximal effect; % of control where 0% means no effect; nearly all actives have a fitted effect of over 65% in size
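Nrf2 activation is followed as ARE-luciferase induction in the AREc32 line after one day of compound treatment; luminescence is read with Steady-Glo.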
CCT chaperon mod = cytosolic chaperonin activity modulation; purified chaperonin ATPase assay, HTRF ADP detection, 30 min; activity change, % (test concentration not listed), hits read low; hit rate 0.3% among 360,000; AID 651819; in the data active = activity change below about -30%; also: % is scaled to controls: 0 for no effect and ±100 for the full control effect
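TRiC at 40 or 20 nM final (batch-dependent) in 30 mM Tris pH 7.4, 100 mM KCl, 5 mM MgCl2, 1 mM DTT, with compound at single 76 uM and 10 uM ATP, 30 min at 37 deg C. ADP detected by HTRF Transcreener, 665/615 ratio.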
Nrf2 inh = Nrf2 pathway inhibition | hit rate 2.1% among 360,000 | AID 504444 | Potency, µM (doses to about 46 µM), without a hit: at the highest dose activity change, negative = inhibition, actives largely listed as inhibitors | A549 ARE-Fluc reporter, luciferase luminescence, 18-24 h; also: potency is read from the fitted curve at half-maximal effect; % is scaled to controls: 0 for no effect and ±100 for the full control effect; nearly all actives have a fitted effect of over 60% in size
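Concentration-response testing used A549 ARE_Fluc cells at 5000 cells/well. Following an 18-24 h compound incubation, viability was read by fluorescence (Ex 405/Em 525) and luciferase output by luminescence.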
The depositor's hits bear a star. Unless noted, calls follow the shape of the dose curve; as a rule, active = well fitted curve in the direction sought with a large enough effect; inconclusive = small, poorly fitted or top-dose-only effect, or another doubt; inactive = no such curve, though single readings can be large; an effect the other way counts as inactive or inconclusive.

What do the screens show for `Cc1ccc2c(c1)N(C(=O)CCC(=O)NCc1cccs1)CC(C)O2` (stereo not given)?
TGFb SMAD3 inh: -24%; A549 viability: 14%; Nrf2 activator: 0.2%; Nrf2 inh: 21%

How did Cc1ccc2nc(N3CCN(CCO)CC3)nc(-c3ccccc3)c2c1 do in these assays?
pAkt inh: inactive; TGFb SMAD3 inh: 4%; Mm-Cpn inhibitor: -1%; A549 viability: -6%; EPAC2 antagonist: 7%; EPAC2 ag: 1%; Nrf2 activator: 8.1%; CCT chaperon mod: 0.0; Nrf2 inh: -10%

Results for CCOC(=O)N1CCC(n2c(SCC(=O)c3ccccc3)nc3ccsc3c2=O)CC1 ?
pAkt inh: inactive; TGFb SMAD3 inh: -5%; Mm-Cpn inhibitor: 2%; A549 viability: -6%; EPAC2 antagonist: -2%; EPAC2 ag: 5%; Nrf2 activator: 0.4%; CCT chaperon mod: 0.4; Nrf2 inh: 2%

Results for COC(=O)c1cc(C)nc2c1c(C)nn2-c1ccccc1 ?
pAkt inh: inactive; TGFb SMAD3 inh: -1%; Mm-Cpn inhibitor: -1%; A549 viability: 8%; EPAC2 antagonist: inconclusive; EPAC2 ag: 0%; Nrf2 activator: 3.3%; CCT chaperon mod: 2.5; Nrf2 inh: 5%

How did CC(=O)OC12CC3CC(C1)C(=NO)C(C3)C2 do in these assays?
pAkt inh: inactive; TGFb SMAD3 inh: 1%; Mm-Cpn inhibitor: 3%; A549 viability: -1%; EPAC2 antagonist: 9%; EPAC2 ag: -11%; Nrf2 activator: 0.6%; CCT chaperon mod: -1.7; Nrf2 inh: -10%

How did O=C(COC(=O)c1cc[n+]([O-])cc1)NCC12CC3CC(CC(C3)C1)C2 do in these assays?
pAkt inh: inactive; TGFb SMAD3 inh: 4%; Mm-Cpn inhibitor: 1%; A549 viability: 9%; EPAC2 antagonist: 0%; EPAC2 ag: 15%; Nrf2 activator: 0.0%; CCT chaperon mod: -1.8

How did O=C(CSc1ccc(Cl)cc1)Nc1nnc(-c2ccco2)o1 do in these assays?
pAkt inh: inactive; TGFb SMAD3 inh: -16%; Mm-Cpn inhibitor: -1%; A549 viability: inconclusive; EPAC2 antagonist: 6%; EPAC2 ag: 16%; Nrf2 activator: -0.1%; CCT chaperon mod: 0.7; Nrf2 inh: inconclusive

Results for Cc1ccc(S(=O)(=O)CCC(=O)Nc2sccc2C(N)=O)cc1 ?
pAkt inh: inactive; TGFb SMAD3 inh: -4%; Mm-Cpn inhibitor: -1%; A549 viability: -8%; EPAC2 antagonist: 13%; EPAC2 ag: 6%; Nrf2 activator: 7.9%; CCT chaperon mod: -3.9; Nrf2 inh: -6%

Results for CCOC(=O)N1CCN(C(=O)c2ccc(N3CC4CC(C3)c3cccc(=O)n3C4)c(NC(=O)c3ccc(F)cc3)c2)CC1 (stereo not given) ?
pAkt inh: inactive; TGFb SMAD3 inh: 6%; Mm-Cpn inhibitor: 1%; A549 viability: 0%; EPAC2 antagonist: -3%; EPAC2 ag: 2%; Nrf2 activator: 0.2%; CCT chaperon mod: -1.4; Nrf2 inh: -11%

What do the screens show for `CCN(CC)C(=O)CN1CCC(c2nc3cc(C)c(C)cc3[nH]2)CC1`?
pAkt inh: inactive; TGFb SMAD3 inh: 3%; Mm-Cpn inhibitor: 1%; A549 viability: 7%; EPAC2 antagonist: -5%; EPAC2 ag: 6%; Nrf2 activator: 2.2%; CCT chaperon mod: 1.2; Nrf2 inh: 0%

Results for Cc1ccccc1-n1nc(-c2ccc(N)cc2)cc1N ?
pAkt inh: inactive; TGFb SMAD3 inh: 0%; Mm-Cpn inhibitor: -1%; A549 viability: -3%; EPAC2 antagonist: 15%; EPAC2 ag: 14%; Nrf2 activator: -0.2%; CCT chaperon mod: -0.6

Results for COc1ccccc1CNC(=O)CCCNS(=O)(=O)c1cccc2nsnc12 ?
pAkt inh: inactive; TGFb SMAD3 inh: -3%; Mm-Cpn inhibitor: -1%; A549 viability: -1%; EPAC2 antagonist: -4%; EPAC2 ag: -8%; Nrf2 activator: -0.8%; CCT chaperon mod: -2.8; Nrf2 inh: -15%

Reprinted from the part before: 2 entries, followed by the next part.
Results for Cc1ccccc1-n1nc(-c2ccc(N)cc2)cc1N ?
pAkt inh: inactive; TGFb SMAD3 inh: 0%; Mm-Cpn inhibitor: -1%; A549 viability: -3%; EPAC2 antagonist: 15%; EPAC2 ag: 14%; Nrf2 activator: -0.2%; CCT chaperon mod: -0.6

Results for COc1ccccc1CNC(=O)CCCNS(=O)(=O)c1cccc2nsnc12 ?
pAkt inh: inactive; TGFb SMAD3 inh: -3%; Mm-Cpn inhibitor: -1%; A549 viability: -1%; EPAC2 antagonist: -4%; EPAC2 ag: -8%; Nrf2 activator: -0.8%; CCT chaperon mod: -2.8; Nrf2 inh: -15%

How did Cc1c(C)n(Cc2ccccc2)c2ccc(C(=O)NC(C)c3ccccc3)cc12 (stereo not given) do in these assays?
TGFb SMAD3 inh: 0%; A549 viability: -5%; Nrf2 activator: 9.2%; Nrf2 inh: -6%

How did Cc1ccc(-c2ccc(=O)n(CC(=O)NCCN3C(C)CCCC3C)n2)cc1 (stereo not given) do in these assays?
pAkt inh: inactive; TGFb SMAD3 inh: -7%; Mm-Cpn inhibitor: 0%; A549 viability: 0%; EPAC2 antagonist: 2%; EPAC2 ag: 5%; Nrf2 activator: -0.6%; CCT chaperon mod: -0.1; Nrf2 inh: -5%

How did CC(C)N(Cc1ccccc1)C(=O)COC(=O)c1cnc(Cl)c(Cl)c1 do in these assays?
pAkt inh: inactive; TGFb SMAD3 inh: -4%; Mm-Cpn inhibitor: 2%; A549 viability: -2%; EPAC2 antagonist: 3%; EPAC2 ag: 9%; Nrf2 activator: 18%; CCT chaperon mod: -3.6; Nrf2 inh: 10%

Results for CCN1C(=O)c2ccccc2S(=O)(=O)c2ccc(C(=O)NCc3ccc(F)cc3)cc21 ?
TGFb SMAD3 inh: -17%; A549 viability: -4%; Nrf2 activator: -0.8%; Nrf2 inh: -19%

Results for COc1ccc(CCNC(=O)c2oc3ccc(S(=O)(=O)N4CCOCC4)cc3c2C)cc1OC ?
pAkt inh: inactive; TGFb SMAD3 inh: -3%; Mm-Cpn inhibitor: -2%; A549 viability: 0%; EPAC2 antagonist: -1%; EPAC2 ag: 1%; Nrf2 activator: -0.8%; CCT chaperon mod: -0.9; Nrf2 inh: -15%

How did COC(=O)[C@@]1(Cc2ccc(F)cc2)[C@H]2c3cc(C(=O)N4CCCC4)n(Cc4ccc(Cl)c(C(F)(F)F)c4)c3C[C@H]2CN1C(=O)c1ccccc1 do in these assays?
pAkt inh: inactive; EPAC2 antagonist: 0%; EPAC2 ag: -8%; Nrf2 activator: 3.7%; CCT chaperon mod: -2.8

How did O=C(CSC1=NCCS1)N1CCCC1 do in these assays?
pAkt inh: inactive; TGFb SMAD3 inh: -25%; Mm-Cpn inhibitor: 1%; A549 viability: 0%; EPAC2 antagonist: -1%; EPAC2 ag: 2%; Nrf2 activator: 2.0%; CCT chaperon mod: 3.6; Nrf2 inh: 3%

How did COC(=O)C1=C(C)NC(c2c(O)ccc3ccccc23)C(C(=O)OC)=C1C (stereo not given) do in these assays?
pAkt inh: inactive; TGFb SMAD3 inh: 9%; Mm-Cpn inhibitor: 2%; A549 viability: 2%; EPAC2 antagonist: -28%; EPAC2 ag: 0%; Nrf2 activator: 3.8%; CCT chaperon mod: -1.0; Nrf2 inh: -2%

Results for c1ccc(C[C@H]2CNCCN2CCC23CC4CC(CC(C4)C2)C3)cc1 ?
pAkt inh: inactive; TGFb SMAD3 inh: inconclusive; Mm-Cpn inhibitor: 2%; A549 viability: 3%; EPAC2 antagonist: 3%; EPAC2 ag: 8%; Nrf2 activator: -3.3%; CCT chaperon mod: -2.8; Nrf2 inh: -19%

How did COC(=O)c1cncn1Cc1ccccc1 do in these assays?
pAkt inh: inactive; TGFb SMAD3 inh: 3%; A549 viability: -2%; EPAC2 antagonist: -1%; EPAC2 ag: 7%; Nrf2 activator: 2.4%; CCT chaperon mod: 0.3; Nrf2 inh: 0%

What do the screens show for `CCOC(=O)N1CCN(C(=O)c2ccc(N3CCCC3=O)cc2)CC1`?
pAkt inh: inactive; TGFb SMAD3 inh: -7%; Mm-Cpn inhibitor: 2%; A549 viability: 4%; EPAC2 antagonist: 10%; EPAC2 ag: -7%; Nrf2 activator: -0.6%; CCT chaperon mod: 1.0; Nrf2 inh: 13%

Results for Cc1[nH]ncc1-c1ccccc1Cl ?
pAkt inh: inactive; TGFb SMAD3 inh: -20%; Mm-Cpn inhibitor: -2%; A549 viability: -12%; EPAC2 antagonist: 4%; EPAC2 ag: 8%; Nrf2 activator: -0.4%; CCT chaperon mod: 0.3; Nrf2 inh: -23%

How did COc1cc(C2NC(=O)C(C#N)=C(S)N2c2ccccc2)ccc1OC(C)C (stereo not given) do in these assays?
pAkt inh: inactive; TGFb SMAD3 inh: -6%; Mm-Cpn inhibitor: 0%; A549 viability: -3%; EPAC2 antagonist: -5%; EPAC2 ag: 2%; Nrf2 activator: 2.1%; CCT chaperon mod: -2.6; Nrf2 inh: 9%

What do the screens show for `Fc1ccccc1N1CCN(C(c2ccnc3ccccc23)c2nnnn2-c2ccc3c(c2)OCCO3)CC1` (stereo not given)?
pAkt inh: inactive; EPAC2 antagonist: 0%; EPAC2 ag: 8%; Nrf2 activator: -0.6%; CCT chaperon mod: -0.9

Only part of the results is shown; count on the stated rates, not on these rows.
